Compound activity: PubChem BioAssay, The Scripps Research Institute Molecular Screening Center
NCOA2 inhibitor – inhibits human steroid receptor coactivator 2; Q15596; HEK293 GAL4-SRC2 luciferase reporter, luminescence; inhibition, % at 9 µM; hit rate 0.17% among 370,000; AID 651957;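 active = inhibition above the mean inhibition of all tested compounds plus 3 SD, set per campaign, cut at about 52% in these data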;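 also: 0% = DMSO treated cells and 100% = cells given Gossypol at 36 µM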
COUP-TFII inh – inhibitors of human COUP-TFII (NR2F2); HEK293T NGFI-A luciferase reporter, luminescence; inhibition, % at 8.6 µM; hit rate 0.7% among 370,000; AID 686940;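 active = inhibition above a per-plate cutoff, mean inhibition of test wells between control levels plus 3 SD, cut at about 38% in these data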;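 also: cells cotransfected with COUP-TFII expression vector driving the NGFI-A reporter; 0% = median of COUP-TF2 test wells and 100% = reporter-only cells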
Target sequence (P24468 whole entry, looked up): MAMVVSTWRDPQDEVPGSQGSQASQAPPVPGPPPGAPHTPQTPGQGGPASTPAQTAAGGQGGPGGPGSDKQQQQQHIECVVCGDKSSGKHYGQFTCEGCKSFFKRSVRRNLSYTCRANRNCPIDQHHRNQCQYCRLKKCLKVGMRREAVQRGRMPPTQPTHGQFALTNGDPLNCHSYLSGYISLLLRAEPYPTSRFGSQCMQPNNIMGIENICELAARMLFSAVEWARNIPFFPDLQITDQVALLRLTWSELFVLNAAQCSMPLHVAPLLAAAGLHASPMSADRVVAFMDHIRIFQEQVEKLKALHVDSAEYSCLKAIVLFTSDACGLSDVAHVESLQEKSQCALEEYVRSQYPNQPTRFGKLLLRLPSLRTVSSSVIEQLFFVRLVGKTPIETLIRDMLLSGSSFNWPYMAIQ
The depositor's hits bear a star; & = joins results of further samples. An excerpt, so the mix of outcomes need not match the whole.

SMILES | NCOA2 inhibitor | COUP-TFII inh
COC(=O)[C@]12C[C@H](CC(=O)N3CCN(C(=O)C4CC4)CC3)C(=O)N(Cc3ccco3)C1=C[C@H](C1CCCC1)O[C@@H]2C | -18 | 10
COC(=O)C[C@H]1CC[C@H]2[C@H](COc3ccc(NS(=O)(=O)c4ccccc4C)cc3C(=O)N2C)O1 | -5 | 16
C=CCN(CC#CC(=C)C)Cc1ccc(OC)cc1OC | 16 | -11
COC(=O)[C@]12C[C@H](CC(=O)N3CCOCC3)C(=O)N(CCC3=CCCCC3)C1=C[C@H](C(C)(C)C)O[C@@H]2C | -29 | -15
Cc1cc(NC(=O)CN2CCOCC2)n(-c2nc3ccccc3s2)n1 | -13 | -19
CC1=CC(O)(c2ccccn2)P(=O)(c2ccccc2)C=C1C (stereo not drawn) | -15 | 2
C=CCN1C(=O)[C@@H](CC(=O)N2CCC(c3ccccc3)CC2)[C@]2(C(=O)OCC)CCCCC/C=C/12 | -10 | 10
COC(=O)N1C[C@H](OCc2ccccc2)[C@H]2C[C@@H]1c1ccccc1O2 | 5 | 4
CCN1C(=O)N(C(C)=O)[C@@H]2C[C@H](C(=O)N3CCCC3)[C@H](C)[C@H](c3ccccc3)C[C@@H]21 | -13 | 3
CN1CC=C(c2ccccc2)N(c2ccccc2)C1=O | -18 | 11
COc1cc2c(cc1NC(=O)CSc1nnc(-c3ccccn3)n1-c1ccccc1)oc1ccccc12 | -14 | -2
Cc1ccccc1NC(=O)CCS(=O)(=O)c1ccccc1 | -24 | 20
COC(=O)[C@@]1(Cc2ccc(F)cc2)[C@H]2c3cc(C(=O)N4CCCC4)n(Cc4ccc(C(F)(F)F)nc4)c3C[C@H]2CN1C(=O)c1ccccc1 | 0 | 7
O=C(CSc1nnc(-c2ccccc2)n1-c1ccc(Cl)cc1)c1ccc(F)cc1 | -15 | -3
CC(C)=CCC/C(C)=C/CN1C(=O)N(c2ccc(F)cc2)[C@H]2C[C@@H](c3ccccc3)[C@@H](C)[C@@H](C(=O)N3CCOCC3)C[C@H]21 | 15 | 1
Nc1c(S(=O)(=O)c2cccs2)c2nc3ccccc3nc2n1CCc1ccccc1 | -5 | -5
CC1=N/C(=C\c2ccc([N+](=O)[O-])cc2)C(=O)N1c1ccc(C)c(Cl)c1 | -4 | 15
C[C@@H]1[C@@H](O)C[C@@]2(C[C@H](O)c3ccccc3O2)O[C@H]1c1ccccc1 | -24 | -9
CC1CN(c2nc3ccccc3nc2SCC(=O)N2CCN(S(=O)(=O)c3ccc(F)cc3)CC2)CC(C)O1 (stereo not drawn) | 3 | 25
O=C(NN=Cc1ccc(-c2ccccc2)cc1)c1cc(-c2ccc(Cl)cc2)n[nH]1 | -14 | 0
Cc1cc(C)cc(Cn2ncc(Cl)c(Cl)c2=O)c1 | 6 | 17
COc1ccc2c(c1)CN1C(=O)N(CCc3ccccc3)S(=O)(=O)CC21 (stereo not drawn) | -48 | -15
Cc1cccc(NC(=O)CSc2ncnc3sc4c(c23)CCCC4)c1 | -2 | -12
COc1ccc(-n2cc(COC(=O)NCCc3c[nH]c4ccccc34)nn2)cc1 | 18 | -1
CN(Cc1ccccc1)C(=O)OCc1cn(Cc2cccc(C(F)(F)F)c2)nn1 | -2 | -9

4 entries picked at random from those above:
SMILES | NCOA2 inhibitor | COUP-TFII inh
COc1ccc2c(c1)CN1C(=O)N(CCc3ccccc3)S(=O)(=O)CC21 (stereo not drawn) | -48 | -15
CC1=CC(O)(c2ccccn2)P(=O)(c2ccccc2)C=C1C (stereo not drawn) | -15 | 2
Cc1ccccc1NC(=O)CCS(=O)(=O)c1ccccc1 | -24 | 20
COc1ccc(-n2cc(COC(=O)NCCc3c[nH]c4ccccc34)nn2)cc1 | 18 | -1

At a glance, some entries already given:
SMILES | NCOA2 inhibitor | COUP-TFII inh
COC(=O)[C@]12C[C@H](CC(=O)N3CCN(C(=O)C4CC4)CC3)C(=O)N(Cc3ccco3)C1=C[C@H](C1CCCC1)O[C@@H]2C | -18 | 10
COC(=O)C[C@H]1CC[C@H]2[C@H](COc3ccc(NS(=O)(=O)c4ccccc4C)cc3C(=O)N2C)O1 | -5 | 16
C=CCN(CC#CC(=C)C)Cc1ccc(OC)cc1OC | 16 | -11
COC(=O)[C@]12C[C@H](CC(=O)N3CCOCC3)C(=O)N(CCC3=CCCCC3)C1=C[C@H](C(C)(C)C)O[C@@H]2C | -29 | -15

Later entries
SMILES | NCOA2 inhibitor | COUP-TFII inh
Clc1ccc(-n2c(SCc3cccc4ccccc34)nnc2-c2ccccn2)cc1 | 27 | 24
COc1ccc(-n2cc(CNCCc3cscn3)c(-c3ccccc3Cl)n2)cc1 | -6 | 5
COC(=O)[C@H]1C[C@@]2(c3ccccc3)c3ccccc3N(S(=O)(=O)c3ccccc3)[C@H]2N1 | 39 | 13
COC(=O)[C@]12C[C@H](CC(=O)N3CCC(c4ccccc4)CC3)C(=O)N(Cc3ccc4c(c3)OCO4)C1=C[C@H](C(C)C)O[C@@H]2C1CC1 | -27 | 8
COc1cccc(/C=N\N2CCN(c3ccc(C)cc3)CC2)c1O | -12 | -13
Cc1nn(-c2ccccc2)c(C)c1-c1cc(C(=O)N/N=C/c2cccnc2)[nH]n1 | -22 | -26
CCCCOCCCNC(=O)C[C@H]1C[C@@]2(C(=O)OC)C(=C[C@H](C(C)C)O[C@@H]2C2CC2)N(Cc2ccccc2)C1=O | 17 | 0
O=C(CCn1nnc(-c2cccs2)n1)N1CCOCC1 | -2 | 2
O=S1(=O)c2ccc(N3CCN(Cc4ccccc4F)CC3)cc2Oc2ccccc2CN1Cc1cn(Cc2ccc(C(F)(F)F)cc2)nn1 | 19 | 3
CCCCOc1ccc(C(=O)NC2CCCCN(CC)C2=O)cc1 (stereo not drawn) | -46 | -4
CS(=O)(=O)c1ccc(OCCCN2CCC(C(O)(c3ccccc3)c3ccccc3)CC2)cc1 | 1&-5 | 2&-9
CCN(CC)CCCNC(=O)CC1Oc2ccccc2NC1=O (stereo not drawn) | -15 | 20
c1ccc(Cc2cnc(N3CCN(Cc4cccc(-c5ccsc5)n4)CC3)nc2)cc1 | 23 | 21
CCCCN1CC(COCc2ccccc2)Oc2cccc(Oc3ccc(F)cc3OC)c2S1(=O)=O (stereo not drawn) | 25 | 8
Cc1cccc(-c2cccc3c4c([nH]c23)[C@@H]2C[C@H]3[C@@H](CN2CC4)[C@H](C)ON3C)c1 | -29 | 13
COC(=O)[C@]12C[C@H](CC(=O)NCc3cccs3)C(=O)N(CCc3ccc(OC)c(OC)c3)C1=C[C@H](C(C)(C)C)O[C@@H]2C | 10 | 12
O=C(NN=Cc1ccco1)C(=O)Nc1ccc(Cl)c([N+](=O)[O-])c1 | -1 | 0
COc1ccc(Cn2ccc3ccc(-c4ccc5ccn(C(=O)C6CCCCC6)c5c4)cc32)cc1 | 12 | 13
Cc1csc(NC(=O)c2ccc(COc3cccc(F)c3)o2)n1 | -37 | -41
COC(=O)c1cc2c(c3c4cc(F)ccc4n(S(=O)(=O)c4cccc(C)c4)c13)C(=O)N(c1ccc(OC)cc1)C2 | 6 | -4
Cc1ccc(OCc2nnc(SCC(=O)Nc3cccc4ccccc34)n2Cc2ccco2)cc1 | -25 | -14
CCn1c(COc2ccc(C)cc2)nnc1SCC(=O)Nc1ccc(Oc2ccccc2)cc1 | 5 | -1
COc1ccc(S[C@]2(C(=O)N3CCOCC3)CC(=O)N(c3ccc(C#N)cc3)[C@@H]2c2ccc(OC)cc2)cc1 | -31 | -9
O=C(c1ccc(C#Cc2ccccc2)cc1)N1CCC(O)CC1 | -51 | -18
C#CCN1CC(N(C)CCO)CS1(=O)=O (stereo not drawn) | -2 | -8
SMILES | NCOA2 inhibitor | COUP-TFII inh
Nc1nc2c(ncn2[C@@H]2O[C@H](C(=O)N[C@H](Cc3ccccc3)C(=O)NCc3ccc4c(c3)OCO4)[C@@H](O)[C@H]2O)c(=O)[nH]1 | -6 | -17
COC(=O)c1cc2c(c3c4ccccc4n(S(=O)(=O)c4ccccc4)c13)C(=O)N(Cc1ccc(N(C)C)cc1)C2 | 22 | 14
CC(=O)Nc1cccc(C(C)C2=CCCCC2)c1 (stereo not drawn) | 13 | -20
COC(=O)[C@]1(Cc2ccccc2)NC=C(C(=O)c2ccc(F)cc2)[C@@H]1c1ccccc1 | 9 | -12
Cc1ccc(-c2nc3ncccn3c2NC(=O)Nc2ccc(OC(F)(F)F)cc2)cc1 | -16 | -4
COC(=O)[C@]12C[C@H](CC(=O)NCc3cccs3)C(=O)N(CCc3ccc(OC)c(OC)c3)C1=C[C@H](C(C)C)O[C@@H]2C1CC1 | 6 | 18
COCCCN1C(=O)[C@H](CC(=O)NCC2CCCCC2)[C@]2(C(=O)OC)CCCCC=C12 | 11 | -11
O=C1Nc2cnc(Cl)nc2Nc2ccc(Cl)cc21 | 0 | 4
C[C@@H]1ON(C)[C@H]2C[C@H]3c4[nH]c5cccc(-c6cccc(F)c6)c5c4CCN3C(=O)[C@@H]12 | 14 | 4
C[C@@H]1ON(C)[C@H]2C[C@H]3c4[nH]c5c(-c6ccc(Cl)cc6)cccc5c4CCN3C(=O)[C@@H]12 | -12 | -21
Cc1ccccc1Cn1cc(CN2[C@@H](C)COc3cc(Br)ccc3S2(=O)=O)nn1 | -16 | 6
COC(=O)C1CN(C2CCCC2)CCS(=O)(=O)N1Cc1cn(Cc2ccc(OC)cc2)nn1 (stereo not drawn) | 15 | -9
Cc1ccc(-n2c(SCC(=O)Nc3cccc4ccccc34)nnc2-c2cccs2)cc1 | 0 | -5
Cc1ccccc1C(=O)NC1CCCCN(Cc2cccc(F)c2)C1=O (stereo not drawn) | 0 | -1
COC(=O)C1CN(CC(C)C)CCS(=O)(=O)N1Cc1ccc(OC)cc1 (stereo not drawn) | -8 | -19
COC(=O)N[C@H](C(=O)N[C@@H](Cc1ccccc1)[C@@H](O)CN(Cc1ccc(-c2ccccn2)cc1)NC(=O)[C@@H](NC(=O)OC)C(C)(C)C)C(C)(C)C | -4 | -20
CCCCCCCCN1C(=O)[C@@H](CC(=O)NCc2ccccc2)C[C@@]2(C(=O)OC)C1=C[C@H](C(C)C)O[C@@H]2C1CC1 | 14 | 12
Cn1c(N)c(C(=O)Nc2ccccc2)c(=O)[nH]c1=O | -27 | 0
O=C(CN1CCN(Cc2ccccc2Cl)CC1)N/N=C\c1ccccc1F | -21 | 4
N#Cc1ccc(NC(=O)OC2CCC23CCC(c2ccccc2)CC3)cc1 (stereo not drawn) | -18 | 2
O=C1N(Cc2ccccc2)c2ccccc2C12CCCc1sc(CCc3ccccc3)nc12 (stereo not drawn) | 5 | 4
O=C(/C=C(\Nc1ccccc1)c1ccccc1)c1ccccc1 | -18 | -30
Cc1ccc(NCN2C(=O)c3ccccc3C2=O)c(C)n1 | -4 | -19
COc1ccccc1-c1nnc2n1N=C(c1ccc3c(c1)OCO3)CS2 | 14 | -80
C/C(=N/NC(=O)Cc1cccs1)c1cccc([N+](=O)[O-])c1 | -51 | -20
SMILES | NCOA2 inhibitor | COUP-TFII inh
CC(C)(C)OC(=O)NCc1ccccc1/C=C/S(=O)(=O)NC1CCCC1 | -12 | 5
CCOC(OCC)P(=O)(CNC(c1ccccc1)(c1ccccc1)c1ccccc1)OCC (stereo not drawn) | 23 | 23
O=c1c2ccccc2n(Cc2ccno2)n1[C@@H](Cc1ccccc1)Cn1cc(C2CCCC2)nn1 | 11 | -13
CCCCNC(=O)C1(C(=O)c2ccc(OC)cc2)CC(c2ccccn2)=NO1 (stereo not drawn) | -42 | -20
CCn1c2ccccc2c2cc(C=NNC(=O)c3cc(-c4ccc(OC)cc4)n[nH]3)ccc21 | -32 | -24
Cc1ccc2c(c1)C1CS(=O)(=O)N(Cc3ccccc3)C(=O)N1C2 (stereo not drawn) | -14 | -34
COc1ccc(CC(=O)NC2CCCCN(Cc3ccc(Cl)cc3)C2=O)cc1OC (stereo not drawn) | 9 | 15
CCCCCN1CCCCC(NC(=O)c2ccc3ccccc3c2)C1=O (stereo not drawn) | 4 | -6
CCCCCCCCNS(=O)(=O)CC1NCc2ccccc21 (stereo not drawn) | 24 | 9
CC(=O)c1ccc(NC(=O)C(C)Sc2nnc(C3CCCCC3)o2)cc1 (stereo not drawn) | -10 | -7
COC(=O)C1=C(C)N(C)C(=NCC2CC2)NC1c1cccc(Cl)c1 (stereo not drawn) | -19 | -8
CCCCCc1nc2c(c3c1CCCC3)CCCC2 | -41 | 2
CCCC#Cc1ccc(CC[C@H]2O[C@H]3CC[C@H](CO)O[C@H]3C[C@H]2NC(=O)CN2CCOCC2)cc1 | -2 | 6
COC(=O)[C@]12C[C@H](CC(=O)NCc3cccc4ccccc34)C(=O)N(Cc3ccccc3)C1=C[C@H](C(C)(C)C)O[C@@H]2C | -18 | 5
CC(C)(C)C(=O)OC12CCCN(C1)/C(=C/c1ccccc1)C2 (stereo not drawn) | -6 | -6
C/C(C=Nn1c(-c2ccc(F)cc2)n[nH]c1=S)=C/c1ccco1 | -6 | 8
COc1ccc2[nH]cc(C(C)c3ccccc3O)c2c1 (stereo not drawn) | 11 | -8
C#CCN(Cc1cccc(F)c1)C(=O)c1nnc2c3cc(F)ccc3n(S(=O)(=O)c3ccc(OC)cc3)c2n1 | -22 | -16
O[C@H](COc1ccc(OC(F)(F)F)cc1)CN1CCC(C(O)(c2ccccc2)c2ccccc2)CC1 | -4 | 9
Cc1ccc(NC(=O)[C@H]2CC(=O)O[C@@H]2c2ccccc2)c(C)c1 | 17 | -18
C#Cc1cccc(Nc2ncnc3cc(OCCOC)c(OCCOC)cc23)c1 | -9 | -12
CCCC(=O)N1CCC(C(=O)NC2CCCc3ccccc32)CC1 (stereo not drawn) | 6 | 11
Cc1n[nH]c(C)c1S(=O)(=O)NCCc1ccccc1 | -10 | -4
C[C@H]1COc2cc(Br)ccc2S(=O)(=O)N1Cc1cn(Cc2ccc(F)cc2)nn1 | -3 | -21
CCOc1ccc(-n2c(SCC(=O)Nc3ccccc3-c3ccccc3)nnc2-c2ccccc2)cc1 | 2 | 10
Cc1cc(-c2n[nH]c(=S)n2N=Cc2cccc(OCc3ccccc3)c2)n[nH]1 | -23 | -20
